Source: PubChem
Giardia FBPA inh: inhibitors of Giardia lamblia fructose-1,6-bisphosphate aldolase; Potency, µM (highest dose often 59.6 µM), for the others: top-dose activity, negative = inhibition, usual class: inhibitors; A8B2U2; hit rate 0.71% among 290,000; purified Giardia FBPA; further: potency means the concentration at half of the fitted maximal effect; nearly all actives have a fitted effect of over 55% in size
Target sequence (A8B2U2 whole entry, looked up): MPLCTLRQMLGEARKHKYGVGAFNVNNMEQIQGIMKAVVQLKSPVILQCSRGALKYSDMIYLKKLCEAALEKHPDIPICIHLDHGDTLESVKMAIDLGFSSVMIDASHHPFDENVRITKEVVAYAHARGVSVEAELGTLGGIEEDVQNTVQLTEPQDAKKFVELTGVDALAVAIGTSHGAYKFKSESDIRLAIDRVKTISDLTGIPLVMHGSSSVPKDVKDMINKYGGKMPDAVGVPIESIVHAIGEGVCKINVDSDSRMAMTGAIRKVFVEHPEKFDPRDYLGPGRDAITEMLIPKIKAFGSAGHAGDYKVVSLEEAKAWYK
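40 nM FBPA preincubated 10 min at RT with compound (up to 57.5 uM final), then substrate plus GAPDH/TPI/NAD/arsenate coupling and diaphorase/resazurin added. Fluorescence read after 20 min at RT, 525/598 nm.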
AmpC inh detg: AmpC beta-lactamase inhibition with detergent present; P00811; AmpC hydrolysis of nitrocefin, absorbance 480 nm, 0.01% Triton; Potency, µM (highest dose often 114 µM), inactives show at the top dose activity change, negative = inhibition, most hits filed as inhibitors; hit rate 0.041% among 370,000; AID 485294;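 further: potency means the concentration at half of the fitted maximal effect; 0% = no-compound wells and -100% = no-enzyme wells; nearly all actives have a fitted effect of over 25% in size; some results filed as inactive show a strong effect at the top dose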
Target sequence (P00811 whole entry, looked up): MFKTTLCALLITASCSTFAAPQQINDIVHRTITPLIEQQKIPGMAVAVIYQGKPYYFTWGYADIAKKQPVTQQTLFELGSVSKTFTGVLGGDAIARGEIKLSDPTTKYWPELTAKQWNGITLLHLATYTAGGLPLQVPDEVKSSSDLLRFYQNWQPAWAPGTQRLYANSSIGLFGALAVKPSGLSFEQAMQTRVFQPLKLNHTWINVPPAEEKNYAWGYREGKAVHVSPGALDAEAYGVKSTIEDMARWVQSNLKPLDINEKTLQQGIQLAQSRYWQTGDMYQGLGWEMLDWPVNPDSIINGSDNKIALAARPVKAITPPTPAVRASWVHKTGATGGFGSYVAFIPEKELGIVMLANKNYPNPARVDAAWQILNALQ
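AmpC (5.3 nM in the dispensed reagent) in 20 mM phosphate pH 7.0 with 0.01% (detergent screen) or 0.0001% Triton X-100 was preincubated with compounds for 15 min at room temperature. Nitrocefin was then added from an 800 uM solution, and hydrolysis was followed at 480 nm.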
HCMV antiviral: human cytomegalovirus inhibition; hit rate 4.5% among 410,000; HFF cells, HCMV-luciferase reporter, 72 h; stronger effect = lower value; activity change, negative = inhibition, % at 57.5 µM; AID 1259415; in the data active means activity change below about -60%; inconclusive means no clear call, values can overlap the other calls; inactive means above about -39%
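Screen run at 2 compound doses on HFFs infected with reporter HCMV, MOI 1 PFU/cell. Luciferase activity from cell lysates at 72 h post infection gave inhibition relative to buffer-only and Salinomycin wells.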
Sm TGR block: inhibitors of Schistosoma mansoni thioredoxin glutathione reductase; Q962Y6; purified TGR, DTNB reduction, TNB absorbance 405 nm; Potency, µM (series often up to 114 µM), for the others: top-dose activity change, negative = inhibition, usual class: inhibitors; hit rate 3% among 360,000; AID 485364; further: potency means the concentration at half of the fitted maximal effect; nearly all actives have a fitted effect of over 60% in size
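Kinetic colorimetric format: TGR-catalysed, NADPH-driven DTNB reduction monitored via TNB absorbance. Enzyme dispensed at 20 nM; compound exposure 15 min at room temperature before reaction start.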
AmpC no deterg: blocks E. coli AmpC beta-lactamase in detergent-free assay; Potency, µM (titrated, usually from 57.1 µM), inactives show at the top dose activity change, negative = inhibition, most hits filed as inhibitors; P00811; hit rate 0.52% among 330,000; AmpC nitrocefin hydrolysis, absorbance 480 nm, 0.0001% Triton;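 further: potency means the concentration at half of the fitted maximal effect; plate controls were no compound for no effect and no enzyme for full effect; nearly all actives have a fitted effect of over 20% in size; some results filed as inactive show a strong effect at the top dose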
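20 mM phosphate pH 7.0 + 0.01% (detergent screen) or 0.0001% Triton X-100; 5.3 nM AmpC reagent; cpd preinc 15 min RT; nitrocefin (800 uM stock) to start; A480 q20 s × 4 min; Activity was normalised to no-enzyme and no-compound control wells.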
AMA1 RON2 block: AMA1-RON2 (P. falciparum) interaction inhibition; AID 720542; Potency, µM (top dose mostly 58.2 µM), for the others: at the top dose activity change, negative = inhibition, usual class: inhibitors; hit rate 0.2% among 360,000; AlphaScreen AMA1-biotinylated RON2 peptide binding;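 further: potency means the concentration at half of the fitted maximal effect; 0% = vehicle wells and -100% = peptide control; nearly all actives have a fitted effect of over 45% in size; some results filed as inactive show a strong effect at the top dose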
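AMA1 (3D7) with his tag at 25 nM final met compounds first, then biotinylated RON2 peptide at 25 nM; detection used donor plus acceptor beads, 10 µg/mL apiece, read by AlphaScreen after 30 min at room temperature.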
The depositor's hits bear a star; ? = inconclusive; nt = not tested or not shown; [ ] = another dose, or the depositor's remark. Unless noted, the call rests on the fitted dose curve; in most records, active means well fitted curve in the direction sought with a large enough effect; inconclusive means small, poorly fitted or top-dose-only effect, or another doubt; inactive means no such curve, though single readings can be large; an effect the other way counts as inactive or inconclusive. Unless noted, on the % scale 0 is the no-effect control and ±100 the full control effect.

SMILES | Giardia FBPA inh | AmpC inh detg | HCMV antiviral | Sm TGR block | AmpC no deterg | AMA1 RON2 block
CCCn1c(SCC(=O)N2CC(=O)Nc3ccccc32)n[nH]c1=O | nt | nt | 32 | nt | -16% | -10%
CSC1=C(C#N)C(c2ccccc2Cl)C(C(=O)c2cccs2)C(O)(C(F)(F)F)N1 (stereo unspecified) | -1% | -14% | -14 | 2% | -15% | 14%
COC(=O)c1ccc(N2CCOCC2)c(NC(=O)Nc2cccc(OC)c2)c1 | 4% | -10% | 27 | -4% | -28% | 8%
Cc1ccc(S(=O)(=O)N(CC(O)Cn2c3ccccc3c3ccccc32)c2cccc(C(N)=O)c2)cc1 (stereo unspecified) | nt | 1% | -80* | -3% | nt | nt
CC(O)CNc1nc2c(c(=O)n(C)c(=O)n2C)n1CCc1ccccc1 (stereo unspecified) | -6% | ? | 3 | 4% | -5% | -1%
Brc1ccc(-c2cn3cc(Cc4ccccc4)sc3n2)cc1 | nt | 24% | 103 | 0% | nt | nt
Cc1cc2c(OCC(O)CNC(C)(C)C)cccc2[nH]1 (stereo unspecified) | -17% | 3% | 11 | -21% | -11% | -5%
COc1ccccc1NC(=O)C(=O)NCc1ccccc1Cl | 5% | -5% | ? | -4% | -7% | 0%
O=C(NCCO)c1cc2c([nH]c3ccccc32)c(-c2ccccc2)n1 | -17% | -5% | 69 | -6% | -33% | -3%
Cc1cc(Cl)c(C(=O)Nc2cccc(C(F)(F)F)c2)c(C)n1 | ? | 2% | ? | -2% | 36% | -1%
O=C(CCl)N(c1ccccc1)c1c[nH]c2ccccc12 | -1% | -3% | -103* | 3.2µM* | -21% | 0%
Cc1ccc(C(=O)C2CCN(C(=S)NCC3CCCO3)CC2)cc1 (stereo unspecified) | -2% | 4% | -24 | 0% | 17% | 13%
Cc1csc(NC(=O)CSc2nnc(NC(=O)COc3ccc(Cl)cc3)s2)n1 | 3% | ? | 91 | -7% | -22% | -9%
CC(C)(C)OC(=O)NCc1ccc(CNC(=O)c2[nH]cnc2C(=O)NCC(=O)OCc2ccccc2)cc1 | -9% | 2% | ? | 1% | 33% | 124%[activator]
Cc1ccccc1CSc1nc2ccccc2c(=O)[nH]1 | -6% | 0% | 0 | -14% | -25% | -8%
Cc1cc(NC(=O)CSc2nnc(CNC(=O)c3ccc(F)cc3)o2)no1 | nt | ? | 7 | -20% | -6% | 77%[activator]
COc1ccc2oc(C(=O)OCC(=O)NC3(C#N)CCCC3)c(C)c2c1 | nt | -17% | -12 | 6% | -12% | 7%
COc1ccc(NC(=O)NCCCCc2ccccc2)c(OC)c1 | -7% | 0% | 13 | -7% | -28% | -12%
Cc1c(NS(=O)(=O)c2cccc([N+](=O)[O-])c2)c(=O)n(-c2ccccc2)n1C | -1% | -2% | ? | 28µM* | -21% | -6%
COc1ccccc1-c1nn(CCC(=O)Nc2cccc(C(C)=O)c2)c2nc(C)cc(C)c12 | nt | 14% | -15 | 12% | nt | nt
CC(NC(=O)c1ccccc1Br)c1nnc(SCC(=O)NC2CCCCC2)n1C (stereo unspecified) | -2% | -3% | 4 | -11% | 2% | -14%
Cc1ccc(NCc2ccccc2O)cc1 | -6% | -7% | 24 | 18% | -41% | -15%
COc1ccc(N2CCN(S(=O)(=O)c3cccc(C(F)(F)F)c3)CC2)cc1 | 0% | ? | -11 | 0% | -12% | -2%
CN(CCNC(=O)c1ccc(CS(=O)(=O)c2c(Cl)cccc2Cl)o1)CCc1ccccc1 | -1% | -9% | -28 | -9% | 66%[activator] | -5%
COc1cccc(C(=O)NCCS(=O)(=O)N2CCc3ccccc3C2)c1 | nt | ? | -7 | -6% | -20% | 10%
Cc1csc2nc(CNC(=O)C3CC=CCC3C(=O)O)cn12 (stereo unspecified) | -1% | ? | 31 | 5% | -99% | 66%[activator]
CCCNC(=O)c1cccc(Br)c1 | 0% | -1% | ? | 7% | 4% | -16%
CCOc1ccc(/C=N/Nc2cc(=O)n(C)c(=O)n2C)cc1 | -17% | 0% | -16 | 2% | -26% | 18%
COC(=O)c1cc(OC)c(OC)cc1NC(=O)c1ccc(C)o1 | -11% | ? | -19 | 3% | 39% | -4%
O=C(Cn1nnc2ccccc2c1=O)NCCc1ccc(F)cc1 | -2% | 10% | nt | 6% | -19% | nt

12 entries already listed, ordered by count of non-hydrogen atoms, rising:
SMILES | Giardia FBPA inh | AmpC inh detg | HCMV antiviral | Sm TGR block | AmpC no deterg | AMA1 RON2 block
CCCNC(=O)c1cccc(Br)c1 | 0% | -1% | ? | 7% | 4% | -16%
Cc1ccc(NCc2ccccc2O)cc1 | -6% | -7% | 24 | 18% | -41% | -15%
Cc1ccccc1CSc1nc2ccccc2c(=O)[nH]1 | -6% | 0% | 0 | -14% | -25% | -8%
CCOc1ccc(/C=N/Nc2cc(=O)n(C)c(=O)n2C)cc1 | -17% | 0% | -16 | 2% | -26% | 18%
COC(=O)c1cc(OC)c(OC)cc1NC(=O)c1ccc(C)o1 | -11% | ? | -19 | 3% | 39% | -4%
COc1ccc(NC(=O)NCCCCc2ccccc2)c(OC)c1 | -7% | 0% | 13 | -7% | -28% | -12%
COc1cccc(C(=O)NCCS(=O)(=O)N2CCc3ccccc3C2)c1 | nt | ? | -7 | -6% | -20% | 10%
Cc1c(NS(=O)(=O)c2cccc([N+](=O)[O-])c2)c(=O)n(-c2ccccc2)n1C | -1% | -2% | ? | 28µM* | -21% | -6%
CC(NC(=O)c1ccccc1Br)c1nnc(SCC(=O)NC2CCCCC2)n1C (stereo unspecified) | -2% | -3% | 4 | -11% | 2% | -14%
CN(CCNC(=O)c1ccc(CS(=O)(=O)c2c(Cl)cccc2Cl)o1)CCc1ccccc1 | -1% | -9% | -28 | -9% | 66%[activator] | -5%
COc1ccccc1-c1nn(CCC(=O)Nc2cccc(C(C)=O)c2)c2nc(C)cc(C)c12 | nt | 14% | -15 | 12% | nt | nt
CC(C)(C)OC(=O)NCc1ccc(CNC(=O)c2[nH]cnc2C(=O)NCC(=O)OCc2ccccc2)cc1 | -9% | 2% | ? | 1% | 33% | 124%[activator]

(next part)
SMILES | Giardia FBPA inh | AmpC inh detg | HCMV antiviral | Sm TGR block | AmpC no deterg | AMA1 RON2 block
COc1ccc(C2=NN(C(=O)CSc3nnc(C)c(=O)n3N)C(c3ccco3)C2)cc1 (stereo unspecified) | 3% | -3% | 74 | -18% | 59% | 6%
Cc1cc(C)cc(NC(=O)c2cc(C)nc3c2c(C)nn3-c2ccccc2)c1 | nt | 17% | -29 | 9% | nt | nt
COc1ccc(C(=O)NNC(=O)c2ccncc2)cc1 | 14% | ? | -27 | -1% | -7% | 0%
Cc1nc(-c2cccc(S(=O)(=O)N3CCC(C(=O)NCc4ccccc4Cl)CC3)c2)no1 | nt | 0% | -9 | -7% | nt | nt
COc1ccc(C(=O)NCc2nnc(SCC(=O)N3CCc4ccccc43)n2CCc2ccccc2)cc1 | 0% | -12% | ? | -5% | 16% | 0%
Cc1cc(C)c(C)c(S(=O)(=O)N2CCN(C(=O)CCc3nc4ccccc4c(=O)[nH]3)CC2)c1C | nt | -5% | 12 | 7% | 27% | -11%
COc1ccc(N2CCN(C(C)C(=O)N(C)Cc3ccccc3)CC2)cc1 (stereo unspecified) | 11% | -8% | 6 | -5% | 57% | -21%
Cc1cccc(N2CCN(C(=O)CNC(=O)Cc3ccccc3)CC2)c1C | nt | nt | -19 | nt | 36% | 0%
COCCC(=O)N1CCc2c([nH]c3ccccc23)C1C(C)(C)C (stereo unspecified) | 1% | 6% | 83 | 7% | 76%[activator] | 11%
CC(Sc1ccccc1F)C(=O)Nc1ccc2c(c1)OCCO2 (stereo unspecified) | nt | nt | 25 | nt | -23% | 0%
COc1ccc(/C=C(\C#N)C(=O)OCC(=O)Nc2ccc(-c3nc4ccc(C)cc4s3)cc2)cc1 | 1% | 5% | 11 | nt | -4% | -7%
Cc1ccc(S(=O)(=O)N(C)C)cc1NC(=O)COC(=O)/C(=C/c1ccc(F)cc1)c1cccs1 | -3% | -7% | 3 | 5% | -29% | -22%
O=C(c1ccc(C(F)(F)F)cc1)N1CCN(c2ccc(N3CCOCC3)nn2)CC1 | nt | 0% | -39 | 1% | 51% | -13%
O=C(c1cccc(-c2nnc(-c3ccccc3)o2)c1)N1CCCCC1 | 4% | ? | 10 | 0% | 31% | 6%
COc1ccc(C)cc1Nc1nc2c(S(=O)(=O)c3cc(C)ccc3C)nnn2c2ccsc12 | nt | -14% | 6 | 0% | nt | nt
O=C(NCC(c1ccc(F)cc1)N1CCOCC1)c1cccc(Br)c1 (stereo unspecified) | 3% | 4% | -16 | -23% | 12% | 0%
CC1CC(C)CN(C(=O)COC(=O)CCCN2C(=O)c3cccc4cccc(c34)C2=O)C1 (stereo unspecified) | nt | 0% | -8 | 2% | 87%[activator] | 6%
CC1CCN(C(=O)c2ccc(CSc3ccc(Cl)cc3)cc2)CC1 | 0% | -10% | 3 | 1% | 37% | -3%
O=C(NCc1ccccc1C(F)(F)F)C1CCC(=O)N(C2CC2)C1 (stereo unspecified) | 7% | 7% | 23 | -1% | 14% | 17%
Cc1cc(-c2nnc3n2N=C(c2ccc(F)cc2)CS3)n[nH]1 | -1% | -10% | 117 | -4% | -16% | 2%
O=C(CC(C(=O)O)C1CCCO1)NCc1ccccc1 (stereo unspecified) | 3% | -7% | -101* | -18% | -22% | -3%
Cc1cccc(NC(=O)c2oc3ccccc3c2NC(=O)c2cc(=O)c3ccc(C)cc3o2)c1 | nt | 6% | 1 | 7% | nt | nt
COC(=O)c1cc2c(=O)n3cccc(C)c3nc2n(Cc2cccnc2)c1=N | 5% | ? | nt | -2% | -22% | nt
Cc1cc(Cl)ccc1OCC(=O)OCC(=O)N1CCC(C(N)=O)CC1 | nt | ? | -8 | -23% | -4% | 0%
COc1ccc(CCNCc2ccc3c(c2)n(C)c(=O)n3C)cc1 | nt | 23% | -3 | -10% | nt | nt
O=C(COC(=O)c1cccnc1Cl)Nc1ccc2c(c1)OCCO2 | 1% | 2% | -20 | 33% | -22% | -1%
